# Screens: PubChem BioAssay, several laboratories
# MsrA act: activates bovine MsrA enzyme | purified bovine MsrA, absorbance read-out | AID 602163 | activation, % at 10.6 µM | 0.3% of 360,000 active; in the data active = activation above about 7.5%;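 note: 0% = vehicle and 100% = reference activator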
# MT1-MMP act inh: MT1-MMP (human) activation inhibition; HT1080 RFP-PRO-GFP cells, GFP/RFP ratio fluorescence, overnight; percent of plate control window, DMSO zero; GFP/RFP ratio change, % at 20 µM; 0.061% of 360,000 active; AID 651647;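 active = GFP/RFP ratio change of at least 30% with cell ATP level not reduced by more than half and red fluorescence within 50% of control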; note: strong numbers were not always called active
#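 system = RFP-PRO-GFP reporter HT1080 cells | dosing = 20 µM single dose, 1% DMSO | timing = overnight cell settling, then overnight compound exposure, 37 °C, 5% CO2 | read-out basis = GFP/RFP fluorescence ratio | controls = DMSO and RFP-L50D-GFP cell wells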
# Rin1-Abl PPI inh: human Rin1-Abl interaction inhibition | P00519+Q13671 | TR-FRET Rin1/Abl binding, biochemical | inhibition, % at 7.35 µM | 0.4% of 360,000 active; in the data active = inhibition above about 5%, passing the limit was not always enough
# SKN-1 block: C. elegans SKN-1 inhibition. C. elegans VP596 Pgst-4::GFP/RFP ratio, acrylamide-induced, 24 h. inhibition, % at 21.8 µM. 0.49% of 360,000 active. AID 624304;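 active = interference check ratio from 0.5 to 1.5 plus GFP to RFP signal ratio inhibition reaching or exceeding a fixed threshold, cut at about 30% in these data, passing the limit was not always enough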; note: some compounds called inactive have numbers as strong as hits
# NRP1-CendR mod: alters CendR peptide binding to human NRP-1. FAM-RPARPAR peptide binding to NRP-1, fluorescence polarization. inhibition, % at 25 µM. 0.85% of 360,000 active. AID 602438;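 active = inhibition or corrected inhibition above about 18%, plus a signal ratio from 0.5 to 1.5, limit read from the data, passing the limit was not always enough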; note: strong numbers were not always called active
# eLon inh: inhibitors of E. coli Lon protease; P0A9M0; purified E. coli Lon protease, fluorescence polarization; inhibition, % at 7.94 µM; 0.42% of 360,000 active; AID 602123; in the data active = inhibition above about 13%, passing the limit was not always enough;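 note: 0% = enzyme with probe and DMSO and 100% = no enzyme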
# Target sequence (P0A9M0 whole entry, looked up): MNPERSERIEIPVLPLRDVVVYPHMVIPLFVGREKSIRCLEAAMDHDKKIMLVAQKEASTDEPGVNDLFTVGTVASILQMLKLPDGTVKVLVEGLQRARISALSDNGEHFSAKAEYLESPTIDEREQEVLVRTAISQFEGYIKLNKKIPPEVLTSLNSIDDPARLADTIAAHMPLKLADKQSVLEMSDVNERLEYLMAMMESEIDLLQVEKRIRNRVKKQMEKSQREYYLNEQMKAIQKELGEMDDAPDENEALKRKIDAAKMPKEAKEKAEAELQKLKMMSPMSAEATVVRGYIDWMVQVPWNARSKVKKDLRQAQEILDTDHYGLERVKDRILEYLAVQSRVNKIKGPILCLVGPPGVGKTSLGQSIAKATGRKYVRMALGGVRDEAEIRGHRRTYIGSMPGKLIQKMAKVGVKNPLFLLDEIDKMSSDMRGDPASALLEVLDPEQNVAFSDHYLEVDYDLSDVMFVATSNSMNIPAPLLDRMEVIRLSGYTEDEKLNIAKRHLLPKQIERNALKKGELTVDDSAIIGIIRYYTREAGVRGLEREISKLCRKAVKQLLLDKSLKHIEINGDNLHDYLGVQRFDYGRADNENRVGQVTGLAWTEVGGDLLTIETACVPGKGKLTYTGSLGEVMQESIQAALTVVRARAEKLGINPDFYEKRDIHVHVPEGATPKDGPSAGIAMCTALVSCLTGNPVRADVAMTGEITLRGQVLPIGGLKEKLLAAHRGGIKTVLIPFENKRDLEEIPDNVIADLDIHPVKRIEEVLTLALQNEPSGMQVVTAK
# PABP1 MLLE inh: blocks PAM2 peptide binding to the PABP1 MLLE domain. AID 588489. GST-MLLE / FITC-PAM2 fluorescence polarization. inhibition, % at 20 µM. P11940. 0.36% of 360,000 active; in the data active = inhibition above about 35%, passing the limit was not always enough;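 note: plate controls were DMSO wells with GST-MLLE for no effect and wells lacking GST-MLLE protein for full effect; some results filed as inactive read as strong as hits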
# Neddylation inh: cullin neddylation inhibition | 0.58% of 360,000 active | calls only at 25 µM | TR-FRET cullin neddylation, biochemical | P61081+Q13564 | AID 651699; in the data active = inhibition above about 36%
# FAS TE block: FAS thioesterase (human) inhibition; 0.67% of 360,000 active; inhibition, % at 15 µM; recombinant FAS-TE, OMFH fluorogenic substrate, fluorescence endpoint; P49327;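 active = compounds whose normalised, plate-corrected inhibition of enzyme fluorescence in the single-dose primary screen is 50% or more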;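 note: 0% = DMSO with enzyme and 100% = substrate without enzyme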
# Starred values were filed as active, the others as inactive; i = inactive; · = no result given.
SMILES,MsrA act,MT1-MMP act inh,Rin1-Abl PPI inh,SKN-1 block,NRP1-CendR mod,eLon inh,PABP1 MLLE inh,Neddylation inh,FAS TE block
O=C(NC1(C(F)(F)F)C(=O)Nc2c1c(=O)[nH]c(=O)n2Cc1ccco1)C1CC1 (stereo not drawn),-2,-2,-1,14,8,5,-1,i,-3
CC1=NN(c2ccccc2)C(=O)C1N=Nc1ccccc1 (stereo not drawn),2,0,3,9,-4,-1,13,i,3
C=CCC(NCc1ccccc1)c1ccc(OC)cc1 (stereo not drawn),3,-4,0,-1,-11,-4,0,i,-3
CCCCc1ccc(NC(=O)c2cnccn2)cc1,1,-1,-3,18,-12,-5,-18,i,6
CC/C(O)=C(/C#N)c1nnc2n1CCCCC2,0,0,2,12,0,2,2,i,-9
CCN1CCN(c2nc(Nc3cccc(C)c3)nc(N)c2[N+](=O)[O-])CC1,0,5,-4,3,-12,-5,2,i,-7
CCOC(=O)N1CCN(C(=S)NC(=O)c2ccnn2C)CC1,-1,-1,-2,0,-2,-13,23,i,-6
CCOc1ccc(NS(=O)(=O)c2ccc(C(=O)NCc3ccncc3)cc2)cc1,-2,-4,1,7,-8,2,4,i,1
COc1ccc(CN2CCN(C3CCC3)CC2CCO)c(C)c1C (stereo not drawn),7,-1,2,28,13,-8,-1,i,-6
CCc1ccc(NC(=O)CSc2n[nH]c(=O)n2C2CC2)cc1,2,3,-2,5,11,11,1,i,0
CC1=CC(C)(C)N(S(=O)(=O)c2ccc(F)cc2)c2ccccc21,-4,-4,-6,12,9,-2,5,i,26
COC(=O)c1ccccc1NC(=O)CN(C)Cc1ccccc1,-5,-2,-1,-10,-6,-4,6,i,16
CC(CCc1ccccc1)NC(=O)CN1C(=O)NC2(CCCCC2C)C1=O (stereo not drawn),-6,2,3,14,-1,0,8,i,-1
CN(c1ccccc1)S(=O)(=O)c1ccc(C(=O)Nc2ncccc2O)cc1,-5,2,1,0,4,-3,1,i,-11
C/C(CC(=O)Nc1cc(C)ccn1)=N\NC(=O)c1ccc(C)cc1,-2,7,0,2,-5,4,1,i,-12
Cc1noc(C)c1S(=O)(=O)Nc1ccc(C(=O)N2CCN(c3cccc(Cl)c3)CC2)cc1,0,0,5,9,7,-3,-1,i,2
CCOC(=O)C1(Cc2ccccc2)CCCN(Cc2ccc(OCC)c(CO)c2)C1 (stereo not drawn),-1,-2,1,5,-13,-7,3,i,-3
CC(=O)C1=C(O)C(=O)N(CCC(=O)O)C1c1ccc(Cl)cc1Cl (stereo not drawn),-2,9,-6,12,7,1,-1,i,-5
CC(=O)c1ccc(OCc2cc(C(=O)NCCN3CCCC(O)C3)no2)cc1 (stereo not drawn),-3,-3,-4,17,2,-1,5,i,-8
COc1ccc2nc(SCC(=O)NN)cc(C)c2c1,-5,3,-5,-14,-18,-8,9,i,-4
COc1ccc(C(=O)Nc2c(Cl)cc(Cl)cc2C(=O)N2CCOCC2)cc1,-2,2,-2,9,3,-5,1,i,-6
Cc1ccc(C)c(NC(=O)CN(C)C(=O)c2cc3c(s2)CCCCC3)c1,-1,2,0,6,12,10,10,i,10
CCN(CC)CCn1c2c(c(SCC(=O)Nc3nccs3)nc1=O)CCCC2,-5,0,0,-16,-11,-7,17,i,-6
CC[C@@H]1CCC[C@@H](O)[C@@H](C)C(=O)O[C@H](C)[C@@H](C)C/C=C(C)/C(OC)=C\C(=O)N(C)C([C@@H](C)CC)C(=O)N(C)[C@@H](C(C)C)C(=O)N(C)[C@@H](COC)C(=O)N2CCC[C@H]2C(=O)N(C)[C@@H](C(C)C)C(=O)N2CCC[C@H]2C(=O)O1 (stereo partly drawn),2,-20,2,44*,-5,-2,-4,i,5
CC(=O)Nc1cccc(NC(=O)C(=O)c2cn(CC(=O)N3CCCC3)c3ccccc23)c1,-3,3,0,6,-13,-6,6,i,-5
CCOC(=O)c1ccc2c(c1)nc(SCC(=O)NC(C)C)n2CC,0,4,3,-15,1,-3,-84,i,-1
COc1ccc(-c2csc(NC(=O)C3=COCCO3)n2)cc1OC,11*,1,-3,13,-8,-3,-14,i,-1
CCCc1cc(=O)n2[nH]c(-c3ccco3)nc2n1,-1,-1,0,23,-1,13,1,i,-5
Cc1cc(C(=O)NNC(=O)c2ccc(C)s2)c(C)o1,-6,0,-1,5,8,9,-3,i,-6
COc1cccc(C(=O)N(C)CC(=O)Nc2ccc(F)c(F)c2F)c1,-9,-1,-3,9,2,8,-11,i,-2
COc1ccc(F)cc1-c1cc(NC=O)c2ncc(-c3cccc(C(F)(F)F)c3)n2c1,-12,-8,4,0,-18,6,-5,i,18
O=C(c1ccccc1Cl)N1CCC(c2nc3c(nnn3Cc3ccco3)c(=O)[nH]2)CC1,-3,-4,2,-4,-6,-3,-6,i,-3
Cc1ccc(CNC(=O)Nc2ccccc2)c(C)c1,-4,0,0,-5,5,1,-5,i,-2
Cc1ccc2c(c1)N(CC(=O)N1CCN(c3nc4ccccc4s3)CC1)C(=O)C(C)O2 (stereo not drawn),3,5,4,10,-15,0,7,i,10
CCOC(=O)c1ccc2c(c1)N(CC)C(=O)c1ccccc1S2,-5,-3,-1,-3,12,-6,-121,i,3
CCCn1c(N)c(N(CCOC)C(=O)/C=C/c2ccc(C(=O)OC)cc2)c(=O)[nH]c1=O,-4,-1,-1,-3,6,3,-13,i,-5
Cc1c(NC(=S)N/N=C/c2ccc(O)cc2)c(=O)n(-c2ccccc2)n1C,-3,4,-2,-4,5,-6,21,i,-6
CN1CCN(CCC(=O)Nc2ccc3c(c2)OCO3)CC1,-1,-21,3,11,10,-2,-3,i,-3
COc1cc(NC(=O)c2ccc(Cl)cc2)c(OC)cc1Cl,-3,-1,-1,-1,-8,2,1,i,18
CN(CC(=O)Nc1ccccc1Br)C(=O)CNC(=O)c1cccs1,-3,0,-6,-4,8,1,-2,i,-9
COCCCNCCCCOc1ccc(OCc2ccccc2)cc1,-7,1,2,3,5,5,0,i,-9
C=CCN1C(=O)/C(=C2/Sc3ccccc3N2C)SC1=Nc1c(C)n[nH]c1C,-1,3,-1,-18,1,7,20,i,0
CCOC(=O)C(=O)N1CCN(c2nc(-c3ccc(Cl)cc3)cs2)CC1,-1,4,0,5,10,2,25,i,15
CN1N=C(C(=O)N2CCc3c([nH]c4ccccc34)C2c2ccccc2Cl)CCC1=O (stereo not drawn),-3,-2,-2,-5,-2,0,1,i,4
Cn1c(SCC(=O)NC2CC2)nnc1C1CC1,-2,-4,-1,-5,16,-4,-12,i,-6
Cc1ccc(S(=O)(=O)c2nc(-c3ccco3)oc2SCC(N)=O)cc1,-4,-5,-2,-4,-8,4,-25,i,7
O=C1CCCCCN1CP(=O)(O)CN1CCCCCC1=O,-1,0,-4,-9,2,-6,-7,i,-8
Cc1c(C)c2c(OCC(=O)N[C@@H](C(=O)O)c3ccccc3)cc3c(c2oc1=O)CCC(C)(C)O3,-14,5,0,12,-26,-1,10,·,-5
CN(C)c1ccc(NC(=O)CCCCCn2nnc3ccccc3c2=O)cc1,0,2,3,1,14,-9,-7,i,-4
CCCn1c(=O)c2ccccc2n2c(SCC(=O)c3ccccc3)nnc12,12*,-2,-2,11,-9,-14,-100,i,5

# Another view of 13 compounds above:
Compound	MsrA act	MT1-MMP act inh	Rin1-Abl PPI inh	SKN-1 block	NRP1-CendR mod	eLon inh	PABP1 MLLE inh	Neddylation inh	FAS TE block
CCOC(=O)c1ccc2c(c1)N(CC)C(=O)c1ccccc1S2	-5	-3	-1	-3	12	-6	-121	i	3
CCCn1c(N)c(N(CCOC)C(=O)/C=C/c2ccc(C(=O)OC)cc2)c(=O)[nH]c1=O	-4	-1	-1	-3	6	3	-13	i	-5
Cc1c(NC(=S)N/N=C/c2ccc(O)cc2)c(=O)n(-c2ccccc2)n1C	-3	4	-2	-4	5	-6	21	i	-6
CN1CCN(CCC(=O)Nc2ccc3c(c2)OCO3)CC1	-1	-21	3	11	10	-2	-3	i	-3
COc1cc(NC(=O)c2ccc(Cl)cc2)c(OC)cc1Cl	-3	-1	-1	-1	-8	2	1	i	18
CN(CC(=O)Nc1ccccc1Br)C(=O)CNC(=O)c1cccs1	-3	0	-6	-4	8	1	-2	i	-9
COCCCNCCCCOc1ccc(OCc2ccccc2)cc1	-7	1	2	3	5	5	0	i	-9
C=CCN1C(=O)/C(=C2/Sc3ccccc3N2C)SC1=Nc1c(C)n[nH]c1C	-1	3	-1	-18	1	7	20	i	0
CCOC(=O)C(=O)N1CCN(c2nc(-c3ccc(Cl)cc3)cs2)CC1	-1	4	0	5	10	2	25	i	15
CN1N=C(C(=O)N2CCc3c([nH]c4ccccc34)C2c2ccccc2Cl)CCC1=O (stereo not drawn)	-3	-2	-2	-5	-2	0	1	i	4
Cn1c(SCC(=O)NC2CC2)nnc1C1CC1	-2	-4	-1	-5	16	-4	-12	i	-6
Cc1ccc(S(=O)(=O)c2nc(-c3ccco3)oc2SCC(N)=O)cc1	-4	-5	-2	-4	-8	4	-25	i	7
O=C1CCCCCN1CP(=O)(O)CN1CCCCCC1=O	-1	0	-4	-9	2	-6	-7	i	-8

# More compounds
SMILES,MsrA act,MT1-MMP act inh,Rin1-Abl PPI inh,SKN-1 block,NRP1-CendR mod,eLon inh,PABP1 MLLE inh,Neddylation inh,FAS TE block
NC(=O)C1(N2CCCCC2)CCN(S(=O)(=O)c2ccccc2)CC1,-3,-1,1,16,2,5,-9,i,-2
CCn1nc(C(=O)Nc2ccc(Cl)c(S(=O)(=O)N3CCOCC3)c2)c2ccccc2c1=O,-8,1,2,14,2,5,-4,i,12
Cc1ccc(S(=O)(=O)/N=C(\N)c2ccc(Cl)cc2)cc1,0,8,2,6,13,-3,12,i,-2
Cc1c(C(=O)NCc2cccnc2)sc2ncn(CC(=O)N3CCCCC3C)c(=O)c12 (stereo not drawn),-6,0,-1,0,-1,2,2,i,-5
CC1CCCC(C)N1C(=O)COC(=O)c1cc(F)c(F)cc1Cl (stereo not drawn),1,-1,1,7,-1,0,3,i,6
COc1cccc(NC(=O)CN2C(=O)C(c3ccc(C)cc3)=NC23CCCCCC3)c1,-2,-7,-2,-2,-4,0,9,i,9
CC(=NNC(=S)N(Cc1ccccn1)Cc1ccccn1)c1cnccn1,-1,9,-4,7,3,-1,11,i,-2
Cc1cc(C)c2sc(N(CCN(C)C)C(=O)c3ccc4ccccc4c3)nc2c1,-4,1,4,24,6,0,-1,i,21
Cc1cccc(C)c1NC(=O)C1CCCN1C(=O)Nc1cccc(F)c1 (stereo not drawn),-2,-2,-1,7,0,-5,1,i,0
CCC1(CC)C(=O)N=C2c3ccccc3C(=O)N21,-4,-5,0,-1,-7,-11,1,i,-7
Nc1cc(C(Cl)=C(Cl)Cl)c(S(N)(=O)=O)cc1S(N)(=O)=O,-1,4,0,1,-4,-2,7,i,0
C[C@@H](NC(=O)CN1C(=O)c2ccccc2S1(=O)=O)c1ccccc1,-4,1,3,25,3,-2,-1,i,-8

# Compounds as they come. Share with any hit: about 4%.
